Growth percent in the NCI-60 one-dose screen (48 h, 10 µM unless noted): 100 = growth as untreated, 0 = no growth, -100 = all killed.
M14 – M14 melanoma. 80,000 tested, 6.2% active. AID 1794745
HOP-92 – HOP-92 NSCLC cells. 71,000 tested, 6.3% active. AID 1794738
EKVX – EKVX NSCLC. AID 1794765. 71,000 tested, 3% active
SK-MEL-5 – SK-MEL-5 melanoma; 80,000 tested, 6.4% active
A549/ATCC – A549/ATCC NSCLC | 81,000 tested, 3.7% active | AID 1794740
SK-MEL-28 – SK-MEL-28 melanoma; 81,000 tested, 4.1% active; AID 1794761
CCRF-CEM – CCRF-CEM leukemia; 77,000 tested, 7% active
HOP-62 – HOP-62 NSCLC. 80,000 tested, 3.9% active
Active calls of the source: *; . = not tested or not shown. How the source made its calls: active means growth percent below 10; inactive means the rest. Outcome played no part in choosing rows. About 12% of those tested had a hit in this group.

A first look:
The line under a structure holds: M14	HOP-92	EKVX	SK-MEL-5	A549/ATCC	SK-MEL-28	CCRF-CEM	HOP-62
#1 COC(=O)[C@H]1CCCN1C(=O)[C@@H]1CCCN1C(=O)CNC(=S)Nc1cc(C(F)(F)F)cc(C(F)(F)F)c1
→ 101	.	91	98	93	97	92	106
#2 COc1ccc2c(c1OC)C(=O)O[C@@H]2[C@H]1c2c(c(C#CC#Cc3ccc(F)c(F)c3)c3c(c2OC)OCO3)CCN1C
→ 91	82	90	66	68	96	101	68
#3 CCOP(=O)(OCC)/C(C#N)=C/c1cccc([N+](=O)[O-])c1
→ 102	100	100	101	99	106	102	104
#4 CCCCCCCCCCCCSC(SCCCCCCCCCCCC)SCCCCCCCCCCCC
→ 119	97	.	96	93	103	100	91

Results (from the top)
The line under a structure holds: M14	HOP-92	EKVX	SK-MEL-5	A549/ATCC	SK-MEL-28	CCRF-CEM	HOP-62
#1 COC(=O)[C@H]1CCCN1C(=O)[C@@H]1CCCN1C(=O)CNC(=S)Nc1cc(C(F)(F)F)cc(C(F)(F)F)c1
→ 101	.	91	98	93	97	92	106
#2 COc1ccc2c(c1OC)C(=O)O[C@@H]2[C@H]1c2c(c(C#CC#Cc3ccc(F)c(F)c3)c3c(c2OC)OCO3)CCN1C
→ 91	82	90	66	68	96	101	68
#3 CCOP(=O)(OCC)/C(C#N)=C/c1cccc([N+](=O)[O-])c1
→ 102	100	100	101	99	106	102	104
#4 CCCCCCCCCCCCSC(SCCCCCCCCCCCC)SCCCCCCCCCCCC
→ 119	97	.	96	93	103	100	91
#5 O=C1CN2CCC1C/C2=C\c1ccnc2c(Cl)cccc12 (stereo unspecified)
→ 103	.	96	108	107	127	97	82
#6 CCCCCCn1cnc2c(=S)nc[nH]c21
→ 109	68	65	106	99	106	101	104
#7 COc1cc2c(cc1OC)C(c1ccc(N=Cc3ccc(N(C)C)cc3)cc1)N(C(=S)Nc1cc(Cl)ccc1Cl)CC2 (stereo unspecified)
→ 98	67	.	80	91	96	74	99
#8 CCOC(=O)CSc1nnc(-c2cc3c([nH]c4ccccc43)c(-c3cccc(O)c3)n2)n1-c1ccc(C)cc1
→ 45	49	79	94	99	80	46	88
#9 COc1cc(-n2cc(C#N)c(N)c2C(=O)c2ccc(Cl)cc2)cc(OC)c1OC
→ 90	90	101	96	101	108	105	103
#10 NS(=O)(=O)c1ccc(NC(=O)CSc2ccc(-c3ccc(Cl)cc3)nn2)c(Br)c1
→ 85	-14*	47	69	28	80	84	2.2*
